High-throughput results from PubChem BioAssay.
GLP1R cytotox: cytotoxicity in counter-screen for GLP-1R inverse agonists. AID 624418. 410,000 tested, 0.13% active. HEK293 cAMP-luciferase reporter cells, luminescence, 24 h. Potency, µM (titrated, usually from 38.3 µM), inactives show at the top dose activity change, negative = inhibition, usual class: inhibitors;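 further: loss of luciferase light is scored as toxicity; potency means the concentration at half of the fitted maximal effect; on the % scale 0 is the no-effect control and ±100 the full control effect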
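To flag toxic compounds, the library was rerun on cells for 24 hr at 37 deg C and 5% CO2. Viability-linked luminescence was captured 12 min after adding luciferase detection reagent.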
KB-V1 cytotox: KB-V1 MDR subline cytotoxicity; KB-V1 MDR cells viability, CellTiter-Glo, 72 h; 400,000 tested, 3.4% active; Potency, µM (top dose mostly 46.1 µM), for the others: at the top dose activity change, negative = cytotoxicity, hits mostly cytotoxic; further: potency means the concentration at half of the fitted maximal effect; on the % scale 0 is the no-effect control and ±100 the full control effect; nearly all actives have a fitted effect of over 60% in size
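Compound-treated KB-V1 multidrug-resistant cells, 72 h, 37 degrees C; viability by CellTiter-Glo. Fitted qHTS curves give the values.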
IL-1B inflam inh: blocks inflammasome-driven IL-1 beta release | THP-1 LPS/ATP IL-1B secretion, AlphaLISA, 16 h; stronger effect = lower value | activity change, % at 57.5 µM | 360,000 tested, 4.7% active | AID 743279; in the data active means activity change below about -50%; inconclusive means mostly about -30% to -49%; further: on the % scale 0 is the no-effect control and ±100 the full control effect
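Secreted IL-1B measured by AlphaLISA bead assay after 16 h compound exposure of THP-1 cells; compounds (final up to 57.5 uM) added 1 h before LPS (250 ng/mL) and ATP (1.25 mM) stimulation; lower signal means less secretion.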
KB-3-1 cytotox: KB-3-1 parental cell cytotoxicity | KB-3-1 viability, CellTiter-Glo ATP luminescence, 72 h | 400,000 tested, 1.4% active | Potency, µM (titrated, usually from 46.1 µM), without a hit: at the highest dose activity change, negative = cytotoxic, actives largely listed as cytotoxic | AID 1347075; further: potency means the concentration at half of the fitted maximal effect; on the % scale 0 is the no-effect control and ±100 the full control effect; nearly all actives have a fitted effect of over 60% in size
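Multi-concentration cytotoxicity screen in KB-3-1 cells grown in DMEM lacking phenol red with 10% FBS. After 72 h at 37 °C with compound, ATP-dependent luminescence was recorded.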
HT1080 IDH1KD tx: kills HT-1080 cells with IDH1 knockdown; 360,000 tested, 2% active; AID 686971; HT-1080 IDH1 knockdown viability, ATP luminescence, 48 h; Potency, µM (titrated, usually from 46.1 µM), inactives show at the top dose activity, negative = toxicity, usual class: cytotoxic;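 further: potency means the concentration at half of the fitted maximal effect; 0% = DMSO wells and -100% = cell-free medium wells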
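IDH1KD HT-1080 cells, 750/well, RPMI + 5% FBS; compound pinned after 2 h settling; 48 h, 37 °C; CellTiter-Glo luminescence; % activity normalised to DMSO and no-cell wells; curves fitted, classed by r2 and efficacy.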
SW480 rerep: DNA re-replication induction in SW480 cells. SW480 DNA re-replication, Hoechst DNA content imaging, 48 h. Potency, µM (top dose mostly 46.1 µM), inactives show at the top dose re-replication activation, actives largely listed as activators. 340,000 tested, 1.8% active; further: potency means the concentration at half of the fitted maximal effect; % of control where 0% means no effect; nearly all actives have a fitted effect of over 55% in size
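250 cells/well; 23 nL cpd via pin tool; 48 hr, 37 C, 5% CO2; Hoechst 40 min; imager read of total nuclear intensity, ex 405/em 500-530 nm.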
HT1080NT lethal: kills 2HG-producing HT-1080-NT fibrosarcoma cells; HT-1080-NT fibrosarcoma viability, CellTiter-Glo ATP luminescence, 48 h; 360,000 tested, 1.6% active; Potency, µM (doses to about 46.1 µM), inactives show at the top dose activity, negative = less viability, actives largely listed as cytotoxic; AID 686970;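 further: NT is the 2HG producing partner of a matched IDH1 knockdown line; potency means the concentration at half of the fitted maximal effect; 0% = DMSO-treated cells and -100% = media-only wells without cells; nearly all actives have a fitted effect of over 55% in size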
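Toxicity toward the 2HG-producing NT line was scored as %Activity, normalised to DMSO and no-cell wells, from CellTiter-Glo luminescence after 48 hours' treatment.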
DRD3 agonist: agonists of human D3 dopamine receptor; max activation, %; 410,000 tested, 0.58% active; P35462; D3R DiscoveRx beta-arrestin cells, luminescence, 90 min; in the data active means max activation above about 30%; further: 0% is about no effect; mostly tested at two doses, the higher about 12 µM
Target sequence (P35462 whole entry, looked up): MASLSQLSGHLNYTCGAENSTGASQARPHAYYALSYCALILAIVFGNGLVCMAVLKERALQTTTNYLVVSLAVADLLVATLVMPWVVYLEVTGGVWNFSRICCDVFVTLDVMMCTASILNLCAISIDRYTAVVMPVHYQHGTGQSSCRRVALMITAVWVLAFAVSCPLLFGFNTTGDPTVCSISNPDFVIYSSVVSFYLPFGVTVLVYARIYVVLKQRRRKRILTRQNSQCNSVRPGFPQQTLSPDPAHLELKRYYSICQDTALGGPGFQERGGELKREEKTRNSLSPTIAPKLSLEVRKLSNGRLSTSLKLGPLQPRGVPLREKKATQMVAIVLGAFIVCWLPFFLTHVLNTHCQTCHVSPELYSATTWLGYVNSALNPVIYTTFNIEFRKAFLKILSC
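Agonist-mode cell screen: cells plated at 1500/well and incubated overnight at 37 °C, then exposed to library compounds for 90 min at 37 °C. Detection reagent was added for 30–60 min at room temperature, and luminescence was read.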
MCF10A rerep: induces DNA re-replication in MCF 10a normal breast cells | MCF 10A DNA re-replication, Hoechst nuclear intensity, 48 h | Potency, µM (series often up to 46.1 µM), for the others: at the highest dose activity, positive = re-replication, usual class: activators | 350,000 tested, 2.9% active | AID 624296; further: potency means the concentration at half of the fitted maximal effect; % of control where 0% means no effect; nearly all actives have a fitted effect of over 50% in size
* marks the source's active call; other numbers are inactive results; i = inactive; ? = inconclusive; . = not tested or not shown; & = joins results of further samples; [ ] = dose if it differs, or a comment. Unless noted, the call rests on the fitted dose curve; in most records, active means well fitted curve in the direction sought with a large enough effect; inconclusive means small, poorly fitted or top-dose-only effect, or another doubt; inactive means no such curve, though single readings can be large; an effect the other way counts as inactive or inconclusive.

entry	mol	GLP1R cytotox	KB-V1 cytotox	IL-1B inflam inh	KB-3-1 cytotox	HT1080 IDH1KD tx	SW480 rerep	HT1080NT lethal	DRD3 agonist	MCF10A rerep
1	COc1ccc(NC(=S)N2CCCC(c3nc4ccc(C)cc4[nH]3)C2)c(OC)c1 (stereo not drawn)	-6%	-21%	-8	2%	6%	-19%	1%	1	0%
2	COc1ccc(NC(=O)Cn2cnc3sc(C)c(S(=O)(=O)N4CCN(C)CC4)c3c2=O)cc1Cl	0%	4%	.	11%	.	.	.	-12	.
3	COc1ccc(/C=C/CN2CCC(Oc3ccc(C(=O)N4CCCCC4)cc3)CC2)cc1	-12%	-23%	i	-3%	-5%	?	1%	-13	-7%
4	COc1ccc(-c2ccc(=O)n(CC(=O)Nc3ccccc3C(F)(F)F)n2)cc1	-6%	3%	.	1%	.	.	.	0	.
5	CCCCN(CCCC)C1=C(C(=O)c2ccccc2)N(CC)S(=O)(=O)c2ccccc21	1%	?	.	?	.	.	.	-6	.
6	COc1ccc(C(=O)CSc2nnc(-c3ccco3)n2C)cc1	-27%	-4%	-6	2%	0%	-7%	-14%	3	-2%
7	CN1CCN(C(=O)c2ccc3c(c2)N(Cc2ccc(Cl)cc2)C(=O)c2ccccc2S3=O)CC1 (stereo not drawn)	4%	-17%	-18	-4%	-3%	-9%	-1%	-11	1%
8	COc1ccc(C2CC(c3ccccc3)=NN2C(=O)COC(=O)c2cccc(S(=O)(=O)N3CCOCC3)c2)cc1 (stereo not drawn)	18%	0%	-8	1%	1%	5%	-3%	-1	-1%
9	CC(=O)N1CCc2cc(S(=O)(=O)NCC(=O)NCc3ccccc3Cl)ccc21	-10%	?	-7	-5%	6%	?	0%	0	-2%
10	COCCN1C(=O)N(c2cccc(OC)c2)C(=O)C1CC(=O)Nc1ccccc1 (stereo not drawn)	3%	-10%	.	-5%	.	.	.	8	.
11	CCn1cc(/C=C(\NC(=O)c2ccccc2Cl)C(=O)N2CCN(C)CC2)c2ccccc21	-10%	9%	-1	11%	-9%	?	-22%	-6	10%
12	CC(OC(=O)c1ccc(S(=O)(=O)N(C)c2ccccc2)cc1)C(=O)NCCC1=CCCCC1 (stereo not drawn)	68%[activator]	1%	22	4%	0%	10%	-3%	-7	18%
13	CS(=O)(=O)Nc1cccc(NC(=O)C2Cc3c(-c4ccccc4)ccnc3O2)c1 (stereo not drawn)	-21%	-6%	-2	16µM*	?	.	2.3µM*	-11	.
14	O=C1NC(=S)SC1=C1CCCC1	-12%	5%	11	2%	20%	-1%[9.22 µM]	18%	-2	0%
15	C/C(=N/NS(=O)(=O)c1cccc([N+](=O)[O-])c1)c1ccncc1	-6%	4%	-6	-2%	0%	?	23%	-11	-1%
16	O=C(CCNC(=O)N1CC(=O)Nc2ccccc21)NCCc1cccc(F)c1	-3%	-19%	35	-20%	-1%	-18%	0%	1	1%
17	CN(C)c1ccc(C(O)c2cc3ccccc3s2)cc1 (stereo not drawn)	-21%	-1%	-2	-5%	-23%	?	-5%	5	?
18	Cc1onc(-c2ccccc2)c1C(=O)NCCc1ccc(Cl)cc1	9%	-6%	-2	-27%	-27%	2%[9.22 µM]	-9%	-4	15%
19	Cc1ccc(C(=O)NCC(=O)N2CCCCCCC2)cc1C	-18%	-11%	-22	9%	1%	-16%	9%[9.24 µM]	-12	-13%
20	CCN(CC(=O)NC(=O)NCc1ccccc1)Cc1ccccc1	5%	-15%	-9	1%	-5%	?	-10%	-13	-3%
21	CCCCn1c(N)c(N(CCOC)C(=O)CSc2n[nH]c(-c3ccc(OC)cc3)n2)c(=O)[nH]c1=O	-6%	-16%	12	0%	12%	-5%	8%	-6	1%
22	O=C(CCN1C(=O)C2C3C=CC(C3)C2C1=O)NCc1cccnc1 (stereo not drawn)	-8%	3%	13	8%	16%	-1%	12%	10	-1%
23	COc1ccc(C(=S)N2CCCC2)cc1C	-5%	0%	6	1%	-1%	-3%	0%	0	16%
24	Nc1ncnc2c1CN(Cc1ccccc1)CC2	-3%	18%	10	5%	9%	-7%	6%	5	1%
25	CC1CCCN(CCCNC(=O)c2cc3c(Cl)nc4ccccc4c3s2)C1 (stereo not drawn)	?	-18%	.	-29%	23µM*	?	?	-13&-19	?
26	CCOc1ccc(NC(=O)N2CCN(C(=O)c3nsc4ccccc34)CC2)cc1	1%	-7%	.	-4%	.	.	.	2	.
27	Cc1cccc(/C=C(\C(=O)C(=O)O)c2ccc3ccccc3n2)c1	4%	-10%	21	-1%	27%	-10%	18%	-5	-36%[inhibitor]
28	NNc1nc(-c2ccccc2)c2ccccc2n1	?	?	93	-21%	-12%	1%	-23%	6	2%
29	Nc1nccc(-c2ccc(-n3cnc4ccccc43)cc2)n1	-18%	-9%	-61*	23%	-23%	-9%	-7%	3	3%
30	COc1ccc(NC(=O)C(C)N(C)Cc2ccc3ccccc3c2)cc1 (stereo not drawn)	7%	-16%	?	-1%	-18%	0%	-2%	-9	?
31	Cc1ccc(NC(=O)CSc2ncc(S(=O)(=O)c3ccc(C(C)C)cc3)c(=O)[nH]2)cc1C	19%	-6%	.	0%	.	.	.	-4	.
32	COC(=O)c1ccc(COc2ccc(/C=N/NC(=O)C(=O)Nc3ccc(OC)cc3)cc2OC)o1	-2%	-4%	2	4%	4%	-48%[inhibitor]	-1%	13	?
33	O=C(CSc1nnc(-c2cccs2)n1-c1cccc(Cl)c1)c1cccc2c1OCCO2	1%	8.2µM*	-1	-12%	7%	2%	16%	-2	4%
34	COc1ccc(OCC(=O)Nc2cccc(NC(=O)c3ccco3)c2)cc1	-4%	-3%	-7	-6%	4%	-52%[inhibitor]	3%	-3	2%
35	COc1cccc(NC(=O)c2ccc3nsnc3c2)c1	?	1%	-8	-6%	-20%	-8%	-13%	3	-1%
36	CC(N)C12CC3CC(CC(O)(C3)C1)C2 (stereo not drawn)	5%	8%	-3	8%	-3%[9.24 µM]	-1%	1%	0	-2%
37	O=C(CSc1nnc(-c2ccc(O)cc2)n1Cc1ccco1)c1cccs1	-21%	-44%	-3	4%	-11%	-4%	5%	-13	1%
38	COC(=O)/C=C/c1ccc(-n2ccnc2)cc1	5%	1%	15	23%	0%	-16%	7%	1	-13%
39	Cc1ccc(/S(C)=N/S(=O)(=O)c2ccc(C)cc2)cc1 (stereo not drawn)	-9%	3%	-6	12%	16%	-3%	10%	3	12%
40	CN(CC(=O)Nc1ccccc1Cl)C(=O)CCc1nc2ccccc2c(=O)[nH]1	-3%	-1%	27	2%	-13%	-12%	-9%	-1	11%
41	COc1cccc(CN2CCNC(=O)C2CC(=O)NCCN2CCCCC2=O)c1 (stereo not drawn)	18%	15%	5	22%	10%	-12%	-3%	1	3%
42	C#CCn1c(=NC(=O)CN2C(=O)CCC2=O)sc2cccc(C)c21	22%	5%	1	1%	1%	-7%	-1%	-9	6%
43	CC(c1ccon1)N(C)C(=O)c1ccc(OC2CCN(C(=O)C3CC3)CC2)cc1 (stereo not drawn)	-34%	?	6	-11%	-6%	-6%	-6%	2	-7%
44	Cc1cc(C(=O)N2CCCC(N3CCN(c4cccc(Cl)c4)CC3)C2)no1 (stereo not drawn)	17%	.	-3	.	-8%	0%	-8%	-33	3%
45	CC1(C(=O)Nc2nc3ccccc3s2)CC1(Br)Br (stereo not drawn)	5%	-1%	-2	-7%	-19%	-5%	-13%	-1	-4%
46	CCN(CC)C(=O)c1sc2c(c1C)c(=O)n(CCc1ccccc1)c(=O)n2Cc1cccc(Cl)c1	1%	?	.	?	.	.	.	-11	.
47	O=c1c(/C=C(\O)c2ccccc2)nc2ccccc2n1-c1ccccc1	37%[activator]	1%	?	22%	3%	?	0%	-5	?
48	Clc1ccc(SCCn2cncn2)cc1	-9%	6%	36	-3%	4%	-5%	6%	-5	-23%
49	CC1CCN(c2ccccc2NC(=O)c2ccc(F)cc2)CC1	5%	-2%	61	3%	2%	-10%	15%	1	?
50	O=C(CSC(=S)N1CCOCC1)Nc1ncc2c(n1)CCCC2=O	6%	5%	-4	6%	16%	8%	16%	9	-32%
51	Cc1ccc(-c2cc(-c3coc4ccccc4c3=O)c3c(n2)-c2ccccc2OC3)cc1	1%	16%	.	17%	.	.	.	-12	.
52	Nn1c(Cc2ccccc2)nc2sc3c(c2c1=O)CCC3	-1%	-4%	4	4%	-12%	1%	-8%	2	1%
53	Cc1sc2nc(CN3CCOCC3)nc(Oc3ccc(NC(=O)c4ccco4)cc3)c2c1C	-26%	-24%	?	-5%	-3%	-7%	-1%	-2	13%
54	CC(=O)C[C@@H]1SC[C@H](c2ccccc2)N1S(=O)(=O)c1ccc(C)cc1	15%	?	-9	?	-3%	.	-8%	-8	.
55	O=C(Nc1ccc(O)c(-c2nc3ccccc3o2)c1)c1ccc(-c2cccc(Cl)c2)o1	-4%	11%	.	0%	.	.	.	-10	.
